NPR1 activator = GC-A (human) enzyme activation | actives 0.14% (n = 370,000) | HEK293 GC-A cells, cGMP TR-FRET, EC30 ANP; 0% at EC30 ANP, 100% saturating ANP | P16066 | AID 1671463 | activation, % at 10 µM; in the data active means activation above about 40%
GAA850 FXN act = increases GAA850 frataxin promoter reporter activity | HEK293 lucGAA850 FXN promoter luciferase reporter, 24 h; percent of 10 µM SAHA response | activation, % at 6 µM | actives 0.56% (n = 360,000);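 active means activation above the average of all compounds screened plus 3 SD, cutoff fixed separately per campaign, cut at about 7.5% in these data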;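 further: 0% = DMSO wells and 100% = 10 µM SAHA wells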
DAX1 inh = inhibitors of human orphan nuclear receptor DAX1 (NR0B1). P51843. HEK293 Gal4-DAX1 luciferase reporter, luminescence. inhibition, % at 6.75 µM. actives 0.99% (n = 340,000);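 active means inhibition above the mean over all tested compounds plus 3 SD, cut at about 4.2% in these data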;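 further: 0% = DAX1-transfected cells with DMSO and 100% = empty-vector control cells with DMSO; inhibition shows as a rise in luminescence from relieved DAX1 repression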
Target sequence (P51843 207-470 limits assumed): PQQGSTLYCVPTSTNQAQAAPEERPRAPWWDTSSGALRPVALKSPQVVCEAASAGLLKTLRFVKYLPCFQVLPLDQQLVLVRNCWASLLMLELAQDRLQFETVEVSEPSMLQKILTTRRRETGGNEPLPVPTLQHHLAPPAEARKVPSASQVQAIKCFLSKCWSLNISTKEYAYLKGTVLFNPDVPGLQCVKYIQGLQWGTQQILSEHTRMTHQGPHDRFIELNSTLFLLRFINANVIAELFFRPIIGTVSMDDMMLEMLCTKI
Starred values were filed as active, the others as inactive. Not all compounds are listed; count on the stated rates, not on these rows.

The first 4 entries, to show the layout:
SMILES	NPR1 activator	GAA850 FXN act	DAX1 inh
CCCC(C(=O)NC1CCCC1)N(C(=O)Cn1nnc(-c2ccc(C)o2)n1)c1ccccc1OC (stereo not drawn)	1.6	-1.9	-1.5
Cc1onc(-c2c(F)cccc2Cl)c1C(=O)NCCc1ccc(S(N)(=O)=O)cc1	-1.6	-1.7	1.0
CC1CC(=O)N(CC(=O)N2CCCC2)c2ccccc2S1 (stereo not drawn)	-0.2	-2.0	-1.1
Cn1c(=O)c2cc(S(=O)(=O)NCCC(=O)NC3CCCCCCC3)ccc2n(C)c1=O	-3.5	0.0	-0.2

Results, repeating the preview:
SMILES	NPR1 activator	GAA850 FXN act	DAX1 inh
CCCC(C(=O)NC1CCCC1)N(C(=O)Cn1nnc(-c2ccc(C)o2)n1)c1ccccc1OC (stereo not drawn)	1.6	-1.9	-1.5
Cc1onc(-c2c(F)cccc2Cl)c1C(=O)NCCc1ccc(S(N)(=O)=O)cc1	-1.6	-1.7	1.0
CC1CC(=O)N(CC(=O)N2CCCC2)c2ccccc2S1 (stereo not drawn)	-0.2	-2.0	-1.1
Cn1c(=O)c2cc(S(=O)(=O)NCCC(=O)NC3CCCCCCC3)ccc2n(C)c1=O	-3.5	0.0	-0.2
Cn1c(-c2c(N)n(CCCc3ccccc3)c3nc4ccccc4nc23)nc2ccccc21	3.8	-0.1	0.2
O=C(COc1ccc2ccccc2c1Br)Nc1ncn[nH]1	2.7	2.6	0.4
Cc1[nH]c2ccccc2c1C(=O)Cn1c(=O)oc2ccccc21	-6.0	-1.0	-1.1
Cc1noc(C)c1C(=O)NCCc1ccc(Cl)cc1	-0.7	-0.4	0.3
Cn1c(SCC(=O)NCc2ccc3c(c2)OCO3)nnc1-c1c[nH]c2ccccc12	-0.1	1.1	-1.8
Cc1c(-c2ccccc2)nc2ccccc2c1C(=O)O	-1.6	-2.1	0.2
O=C(Cc1ccccc1)N/N=C\c1ccc(Br)o1	1.8	-0.3	-0.5
O=C(c1noc2c1CCCC2)N1CCN(Cc2ccccc2)CC1	1.4	2.4	-0.9

Complete entries as entered above. Values in the order: NPR1 activator, GAA850 FXN act, DAX1 inh
O=C(c1noc2c1CCCC2)N1CCN(Cc2ccccc2)CC1 across the screens: 1.4, 2.4, -0.9
Cc1[nH]c2ccccc2c1C(=O)Cn1c(=O)oc2ccccc21 across the screens: -6.0, -1.0, -1.1

Shown as labelled records: entries from further up
Cc1c(-c2ccccc2)nc2ccccc2c1C(=O)O
  NPR1 activator: -1.6 | GAA850 FXN act: -2.1 | DAX1 inh: 0.2

O=C(Cc1ccccc1)N/N=C\c1ccc(Br)o1
  NPR1 activator: 1.8 | GAA850 FXN act: -0.3 | DAX1 inh: -0.5

O=C(c1noc2c1CCCC2)N1CCN(Cc2ccccc2)CC1
  NPR1 activator: 1.4 | GAA850 FXN act: 2.4 | DAX1 inh: -0.9

Next part.
SMILES	NPR1 activator	GAA850 FXN act	DAX1 inh
Cc1ccc(C(=O)N(c2c(C)n(C)n(-c3ccccc3)c2=O)C(C)C)cc1	-6.5	1.8	0.2
CCOC(=O)N1CCN(Cc2nc3c(c(=O)[nH]c(=O)n3C)n2Cc2cc(C)ccc2C)CC1	-0.3	-1.5	1.5
CC1(C)CC(=O)C2=C(C1)OC(N)=C(C#N)C2C1CC=CCC1 (stereo not drawn)	3.8	0.4	-0.4
COc1ccc(OC)c(NC(=O)Cn2cccc2)c1	-4.8	-2.3	-0.4
CCOc1ccccc1N(C(=O)c1snc(C(N)=O)c1N)C(C(=O)NCCC(C)C)c1ccco1 (stereo not drawn)	-13.1	-5.1	0.7
Cc1ccc(S(=O)(=O)Cc2sc3ccccc3[n+]2C)cc1	2.8	1.5	0.0
O=c1[nH]c2ccc(S(=O)(=O)N3CCN(Cc4ccccc4)CC3)cc2[nH]c1=O	-2.8	0.0	0.2
CC(C)(Oc1ccc(Cl)cc1)C(=O)NC1CCSC1=O (stereo not drawn)	2.9	1.3	-0.1

Screens: PubChem, several laboratories
